Tn7 DDE FP: inhibitors of Tn7 peptide binding to human fibrin DD(E); FP displacement of FITC-Tn7 peptide from fibrin DD(E); 0% = median of compound wells per plate; actives 0.13% (n = 370,000); AID 720508; inhibition, % at 8.3 µM; P02675;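 active = inhibition above the mean of compounds falling within the control limits plus 3 SD of them, cut at about 14% in these data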;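 note: 0% = plate median of compound wells and 100% = 10 µM Aha-Tn7 peptide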
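assay system = human clot-derived fibrin DD(E) complex | quantity = Fibrin-DD(E) at 2 µM final | timing = 10 min preincubation, 3 h with tracer, room temperature | signal = fluorescence polarization | measure = percent inhibition | benchmarks = high control wells with 10 µM unlabelled Aha-Tn7 peptide (full inhibition) | replicates = singlicate testing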
DDE Tn6 FP inh: disrupts Tn6 cyclic peptide binding to fibrin D-Dimer-E complex; P02675; Fibrin DD(E) TRITC-Tn6 fluorescence polarization displacement; inhibition, % at 8.3 µM; actives 0.21% (n = 370,000);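 active = inhibition above a per-campaign cutoff: mean of compounds within control limits plus 3 SD, cut at about 15% in these data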;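 note: 0% = median of all compound wells on the plate and 100% = blocking peptide control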
TCR-CD3 inh: human TCR-CD3 binding inhibition; TAMRA-labeled TCR probe fluorescence, biochemical; inhibition, % at 9.4 µM; actives 0.37% (n = 360,000); AID 651800; in the data active = inhibition above about 19%;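 note: recombinant mutant TCR 2C K166C tagged with TAMRA read by polarization; 0% = receptor in buffer alone and 100% = receptor with positive control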
UHRF1 binding: blocks human UHRF1 binding to methylated DNA. UHRF1 binding to methylated oligo, TR-FRET. Q96T88. actives 0.75% (n = 370,000). inhibition, % at 4.4 µM; in the data active = inhibition above about 21%;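 note: UHRF1 SRA domain binding a hemimethylated CpG hairpin DNA probe; 0% = median of test compound wells and 100% = reference inhibitor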
proKLK7 act: activators of human kallikrein-7 zymogen | purified proKLK7, EDANS-DABCYL substrate fluorescence; 100% is mature enzyme control, 0% vehicle | AID 652039 | P49862 | activation, % at 7 µM | actives 0.9% (n = 370,000);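 active = activation above the mean of all tested compounds plus 3 SD, computed per campaign excluding outliers beyond control limits, cut at about 13% in these data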
LEDGF integ inh: blocks HIV-1 LEDGF/p75-dependent DNA integration | TR-FRET IN-LEDGF/p75 DNA integration, Eu/Cy5 | inhibition, % at 3.7 µM | actives 0.64% (n = 370,000);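 active = inhibition above the screen-wide mean plus 3 SD, cut at about 13% in these data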;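 note: signal is the Cy5 over europium emission ratio at 671 and 618 nm; 0% = plate median of compound wells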
SIAE primary: blocks human sialic acid acetylesterase. Q9HAT2. SIAE FP-Rh probe binding, fluorescence polarization. inhibition, % at 9.66 µM. actives 0.69% (n = 370,000);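 active = inhibition above a cutoff: mean of compounds within the control limits plus 3 SD of those, cut at about 17% in these data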;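 note: 0% = plate median of compound wells and 100% = probe without SIAE protein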
Target sequence (Q9HAT2 whole entry, looked up): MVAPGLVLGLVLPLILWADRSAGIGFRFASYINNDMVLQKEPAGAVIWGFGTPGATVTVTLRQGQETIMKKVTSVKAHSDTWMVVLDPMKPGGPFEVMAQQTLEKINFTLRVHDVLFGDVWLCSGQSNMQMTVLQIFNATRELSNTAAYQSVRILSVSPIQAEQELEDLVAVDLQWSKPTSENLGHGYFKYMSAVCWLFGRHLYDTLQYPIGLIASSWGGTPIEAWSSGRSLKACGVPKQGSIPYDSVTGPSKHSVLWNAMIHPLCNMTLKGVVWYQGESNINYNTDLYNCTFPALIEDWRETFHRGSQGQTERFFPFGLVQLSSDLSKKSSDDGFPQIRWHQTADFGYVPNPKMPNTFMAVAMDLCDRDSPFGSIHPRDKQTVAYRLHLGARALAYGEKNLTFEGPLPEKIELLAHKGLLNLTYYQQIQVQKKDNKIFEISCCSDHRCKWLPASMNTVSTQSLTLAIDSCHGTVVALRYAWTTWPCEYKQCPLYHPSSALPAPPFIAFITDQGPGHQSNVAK
MBD2 inh: blocks human MBD2 binding to methylated DNA. TR-FRET, MBD2 binding to methylated oligonucleotide. Q9UBB5. actives 0.31% (n = 370,000). AID 686964. inhibition, % at 4.4 µM; in the data active = inhibition above about 13%
PRMT1 inh: inhibitors of human PRMT1; Q99873; recombinant PRMT1, activity-based probe fluorescence polarization; inhibition, % at 2.79 µM; actives 1.3% (n = 370,000); AID 652257;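 active = inhibition above about 21% made by adding two undisclosed values, limit read from the data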
Target sequence (Q99873 whole entry, looked up): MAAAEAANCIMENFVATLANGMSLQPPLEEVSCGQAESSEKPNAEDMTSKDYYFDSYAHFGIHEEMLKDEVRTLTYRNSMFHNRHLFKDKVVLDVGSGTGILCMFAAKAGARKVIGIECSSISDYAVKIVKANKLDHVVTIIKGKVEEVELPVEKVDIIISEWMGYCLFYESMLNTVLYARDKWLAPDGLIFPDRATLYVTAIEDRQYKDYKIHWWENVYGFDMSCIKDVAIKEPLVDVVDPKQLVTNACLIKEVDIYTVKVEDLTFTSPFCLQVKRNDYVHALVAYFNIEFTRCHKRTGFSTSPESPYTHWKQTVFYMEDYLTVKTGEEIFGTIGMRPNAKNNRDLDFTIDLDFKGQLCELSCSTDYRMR
TDP2 inh: TDP2 (human) inhibition, absorbance primary screen | recombinant TDP2, T5PNP hydrolysis, p-nitrophenol absorbance 415 nm | AID 720702 | O95551 | actives 0.34% (n = 370,000) | inhibition, % at 12.8 µM;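 active = inhibition above the mean of all tested compounds plus 3 SD, set per campaign, cut at about 25% in these data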;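 note: 0% = DMSO with enzyme and 100% = buffer with substrate but no TDP2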
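Incubation: 2 h at 37 °C; Test system: recombinant human TDP2; Quantity: enzyme 120 nM; Read-out basis: percent inhibition; Medium: 50 mM Tris-HCl pH 7.5 with Mg2+, KCl, DTT, BSA; Repeats: single replicate; Compound: 12.8 µM single point, 1% DMSO; Signal: epi absorbance; Reagent: 5 mM T5PNP chromogenic substrate; Benchmarks: no-enzyme high, DMSO-plus-enzyme low.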
* hit, by the source's call; · = no result given.

SMILES	Tn7 DDE FP	DDE Tn6 FP inh	TCR-CD3 inh	UHRF1 binding	proKLK7 act	LEDGF integ inh	SIAE primary	MBD2 inh	PRMT1 inh	TDP2 inh
CN1C(C(=O)NCc2cccc(C(F)(F)F)c2)CC2Cn3c(nc4cc(Cl)c(Cl)cc43)C21 (stereo not given)	4	-3	-1	-1	-0.6	1	-7	3	2	7
CC(C)OC(=O)Cn1nnc2c(cnn2-c2ccccc2)c1=O	-5	3	0	-2	-0.3	0	-4	0	2	-2
CN=C(NC1CCCCC1)c1ccc([N+](=O)[O-])cc1	-1	3	2	-1	0.9	4	-6	3	0	3
O=C(NCCc1ccccc1)c1ccc(NC(=O)C2CCCCC2)cc1	0	5	10	8	0.3	3	-3	-4	-2	6
Cc1c(C(=O)Nc2ccccc2C(=O)N2CCOCC2)cccc1[N+](=O)[O-]	-4	0	-5	0	0.0	-1	-3	-1	0	1
CCOC(=O)c1ccc(N2C(=O)CC(N(C)Cc3ccccc3)C2=O)cc1 (stereo not given)	-4	-8	3	-1	0.7	2	3	1	2	1
OC12CCCCC1C(c1ccc3c(c1)OCO3)N(Cc1ccc(F)cc1)CC2 (stereo not given)	1	-6	0	2	-0.6	0	2	-8	-1	-6
CC(C)(C)OC(=O)N1O[C@H]2C[C@@H]1[C@@H]1[C@@H]2N=NN1C12CC3CC(CC(C3)C1)C2	-2	3	2	-2	0.3	4	-6	0	-1	-10
O=[N+]([O-])c1ccc2nonc2c1Nc1cccc(F)c1	6	6	7	-9	-0.4	0	-2	-13	0	-1
CC(NS(=O)(=O)c1ccc(Br)cc1)C(=O)NCCc1ccccc1 (stereo not given)	-10	4	0	-1	-0.5	4	-4	4	-2	-9
CCN1C(=O)c2ccccc2S(=O)(=O)c2ccc(C(=O)NCc3cccnc3)cc21	0	11	-1	1	-0.3	3	-1	-1	0	-7
CN(C)S(=O)(=O)c1ccc(NC(=O)c2cc3ccccc3o2)cc1	-1	7	0	-2	-0.3	-3	-2	0	-3	6
Clc1ccc(CSc2nnc(Cn3cnc4ccccc43)o2)cc1	3	12	2	-1	0.7	-1	-4	-4	-2	-9
COC1CCCN(C(=O)c2ccc(OC3CCN(CCc4ccccc4)CC3)cc2)C1 (stereo not given)	-2	5	-1	1	0.2	-3	1	1	5	8
Cc1ccccc1OC1CCN(C(=O)c2cc(COc3ccccc3)on2)CC1	4	5	-3	5	0.6	-5	-5	5	1	-4
CCCC/C(C)=N/NC(=O)c1cn(-c2ccccc2)nc1-c1ccccc1	0	-1	-4	3	-0.3	-2	-21	1	1	-2
O=C(COC(=O)Cc1ccsc1)Nc1ccccc1	5	1	7	1	0.0	-1	3	-6	0	-2
O=C(COC(=O)COc1cccc2ccccc12)NCC(F)(F)F	-2	-10	5	1	-0.1	4	-2	0	0	-1
Cc1ccccc1CN1CC2=C(CCN(Cc3ccccc3)C2=O)N2CCN=C12	9	10	-5	0	0.8	-2	6	-2	3	-2
COc1ccc(N2CCN(C(=O)C(=O)c3c(C)[nH]c4ccccc34)CC2)cc1	5	5	5	0	0.4	3	1	0	0	15
COc1cc([N+](=O)[O-])ccc1NC(=S)Nn1cnnc1	-2	3	10	-6	0.1	-3	3	-5	-2	4
CC(C)OCCCNC(=O)C1CC(=O)N(C2CCCCCCC2)C1 (stereo not given)	6	-3	-1	-3	-0.8	0	2	-2	-2	0
Cc1ccccc1C(=O)N1CCc2ccccc2C1	6	-2	-6	0	-0.2	2	11	1	-1	1
CC1CCCCc2nc3c(c(=O)n21)CCCC3 (stereo not given)	9	1	-6	3	0.6	-2	5	3	0	2
Nc1nc(NCCOCCO)nc(Nc2cccc(F)c2)c1[N+](=O)[O-]	-3	-3	-7	-5	0.5	2	-3	0	-3	1
C#CCNC(=O)C1CCN(c2ccc(S(=O)(=O)N3CCOCC3)cc2Cl)CC1	-1	6	-4	1	-0.2	-7	-6	3	4	-5
Nc1nc(SCC(=O)NCC2CCCO2)[nH]c(=O)c1NC(=O)c1ccc(F)c(F)c1 (stereo not given)	8	1	11	0	0.3	0	8	1	-1	5
Cc1nc(S(=O)(=O)c2ccc(Br)cc2)nc2c1CCC2	-1	1	3	-2	0.1	1	-1	1	-2	24
COc1ccc(/C=N/NC(=O)c2cccc([N+](=O)[O-])c2)cc1OS(=O)(=O)c1ccccc1	4	-6	-4	-4	0.5	1	0	0	-2	7
CC(=O)Nc1cccc(Nc2cnccn2)c1	7	5	9	-2	0.6	-1	3	3	0	3
S=C(Nc1cc(Cl)ccc1Cl)Nn1cnnc1	-4	0	2	2	0.0	2	-8	3	-4	-23
Nc1nc2ccccc2n1/N=C/c1ccc([N+](=O)[O-])s1	-7	-2	4	-7	-0.1	7	3	-6	1	-6
Cc1cc2nc3n(c2cc1C)CC1CC(C(=O)NCc2cccc(Br)c2)N(C)C31 (stereo not given)	-3	-1	7	-4	-0.5	0	-1	-2	2	8
CCc1[nH]c(C)c(C(C)=O)c1C	-4	-2	6	5	0.5	-2	3	-1	7	-12
O=C(CCc1nnc2n(Cc3ccc(Cl)cc3)c(=O)c3ccccc3n12)NCCN1CCCC1	-4	0	-5	-2	-0.6	0	-11	0	1	-1
CC1(C)C(C=C(Cl)Cl)C1C(=O)N(Cc1ccccc1Cl)C1CCS(=O)(=O)C1 (stereo not given)	-1	-6	9	1	0.2	1	-7	-1	1	-4
Cc1cccc(OCCC(=O)OCc2csc(CC(=O)Nc3ccccc3C)n2)c1	8	3	-3	-1	0.0	0	-8	5	-3	-9
COc1ccc(CCNC(=O)C2CCCN2C(=O)NC2CCCCC2)cc1OC (stereo not given)	-4	-3	3	1	0.6	-1	9	-3	-2	-7
CC(=O)Nc1ccc(N(CC(=O)NC2CCCCC2)C(=O)Cn2nnc(-c3ccccc3)n2)cc1	-4	-1	-4	0	-0.6	-3	1	1	0	-8
CN(C)S(=O)(=O)c1cccc(NC(=O)COC(=O)CCC(=O)c2cccs2)c1	-2	-4	-2	3	-0.5	1	4	1	-5	0
Cc1cccc2sc(NC(=O)CSc3nc4ccccc4o3)nc12	-7	3	0	0	-0.9	-2	1	-2	-2	1
O=C(CSc1ncn[nH]1)Nc1nc(-c2ccccc2)cs1	-3	11	-7	-1	-0.3	1	-3	0	2	5
Cc1cc(NC(=O)CSCC(=O)Nc2ccccc2Oc2ccccc2)no1	-1	1	1	-1	-0.9	-2	-2	4	-2	13
COc1ccccc1CNCCS(=O)(=O)NN1CCOCC1	-3	-3	-7	2	-0.8	2	1	-2	2	4
Cc1ccc(CN2CCN(CCCn3cccn3)CC2CCO)cc1 (stereo not given)	3	1	4	1	0.3	-3	7	5	-3	-5
C=CCC(C(=O)OC)(C(=O)OC)c1ccc(C(F)(F)F)cc1[N+](=O)[O-]	5	3	3	0	-0.2	0	0	-2	-1	12
Cc1ccc(SCc2cc(=O)[nH]c(N3CCN(Cc4ccccc4)CC3)n2)cc1	-5	2	-7	0	0.1	2	6	4	-1	3
O=C(COC(=O)CNC(=O)c1ccc(Cl)cc1Cl)NC1CCCCCCC1	-2	4	0	-4	0.3	1	3	-1	-2	5
CCN(CC)c1nc2n(c(=O)n1)CCO2	-9	-7	4	1	-0.3	-3	2	-5	0	2
CCC(C)NC(=S)N(CCc1ccccc1)Cc1cc2cc(OC)c(OC)cc2[nH]c1=O (stereo not given)	-3	5	2	4	-4.1	-5	1	-4	3	-10
Next structures
SMILES	Tn7 DDE FP	DDE Tn6 FP inh	TCR-CD3 inh	UHRF1 binding	proKLK7 act	LEDGF integ inh	SIAE primary	MBD2 inh	PRMT1 inh	TDP2 inh
COc1ccc(/C=C/C(=O)Nc2nc(N)n(-c3ccccc3)n2)cc1	5	3	-7	-3	-0.2	-4	3	-4	4	1
CCOC(=O)c1c(CNCCN(CC)CC)n(C)c2cc(Br)c(OC)cc12	-1	6	-1	11	0.3	2	-3	4	-2	5
CCN1C(=O)[C@H]2[C@@H](c3ccc(OC)cc3)N[C@]3(CCCN(Cc4ccc(F)cc4)C3=O)[C@H]2C1=O	2	2	-2	1	-0.2	-2	4	-3	7	5
CCOC(=O)N1CCN(C(=O)CSc2nnc(COc3ccccc3)o2)CC1	-4	4	3	0	0.3	1	4	-4	-4	-6
Cc1cccc(CCNC(=O)c2ccc(Sc3ccccc3Cl)c([N+](=O)[O-])c2)c1	-8	6	·	1	0.1	4	-6	7	-10	7
COc1ccc(-n2nc3c(c2NC(=O)Cc2cccc(C)c2)CS(=O)C3)cc1 (stereo not given)	-1	0	-1	3	0.3	3	-3	8	9	-5
O=C(Nc1ccccc1)/C(=C\c1ccc2c(c1)OCO2)NC(=O)c1ccco1	-2	-10	-2	-2	0.1	-1	2	-1	0	4
Cc1ccc(C)c(C2=NNC(=O)CC2)c1	0	0	-1	1	-0.1	0	-2	4	3	9
CC1O[C@@H](OC2C(O)C(O)C(CO)O[C@H]2OC2C[C@]3(C)C(CC(O)C4[C@@H]([C@]5(C)CC[C@@H](C(C)(C)O)O5)CC[C@]43C)[C@@]3(C)CCC(O)C(C)(C)C23)C(O)C(O)C1O (stereo not given in full)	-1	-3	0	-2	0.2	0	-4	1	-3	6
Cc1ccccc1C(=O)NC1CC2CCCC(C1)N2Cc1ccccc1 (stereo not given)	-5	3	4	0	0.0	0	1	-1	2	6
CCOC(=O)c1c(NC(=O)COC(=O)c2cc(OC)c(OC)cc2[N+](=O)[O-])sc(C)c1CC	-4	-6	0	5	0.0	1	6	-1	4	-10
COc1ccccc1NC(=O)NCCN1CCNC1=O	-2	8	2	0	-0.7	2	1	-2	-2	14
CCOC(=O)c1sc(N(C)C)nc1-c1ccccc1	0	5	-5	6	-0.5	-2	1	-2	8	-8
O=C(Nc1nnc(CCN2CCCCC2)s1)C1CCCCC1	-4	9	4	6	0.3	1	1	-5	0	4
CCCCNC(=O)C1(C)CCCCN1C(=O)c1cc(OC)ccc1Br (stereo not given)	-6	0	4	2	0.0	-1	-5	-2	-3	-4

Record cards, as listed above. Order of screens: Tn7 DDE FP, DDE Tn6 FP inh, TCR-CD3 inh, UHRF1 binding, proKLK7 act, LEDGF integ inh, SIAE primary, MBD2 inh, PRMT1 inh, TDP2 inh
Results for COc1ccccc1NC(=O)NCCN1CCNC1=O → -2, 8, 2, 0, -0.7, 2, 1, -2, -2, 14
Results for CCOC(=O)c1sc(N(C)C)nc1-c1ccccc1 → 0, 5, -5, 6, -0.5, -2, 1, -2, 8, -8
Results for CCOC(=O)c1c(NC(=O)COC(=O)c2cc(OC)c(OC)cc2[N+](=O)[O-])sc(C)c1CC → -4, -6, 0, 5, 0.0, 1, 6, -1, 4, -10
Results for O=C(Nc1nnc(CCN2CCCCC2)s1)C1CCCCC1 → -4, 9, 4, 6, 0.3, 1, 1, -5, 0, 4
Results for CCCCNC(=O)C1(C)CCCCN1C(=O)c1cc(OC)ccc1Br (stereo not given) → -6, 0, 4, 2, 0.0, -1, -5, -2, -3, -4

Screens (PubChem)
